GluA2 TARP mod: modulators of GluA2-stargazin AMPA receptor complexes, primary screen, cell-based, membrane potential dye | HEK293 GluA2+stargazin, membrane potential dye (FDSS), glutamate EC50; hits were called plate by plate, in both directions | hit rate 3.5% among 40,000 | calls only at 30 µM | AID 1259245, 2017 | Voltage-dependent calcium channel gamma-2 subunit (Mus musculus) + Glutamate receptor 2 …;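 active = any of four per-well response measures lying three or more SD from its plate-wide compound average, in either direction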
Target sequence (O88602 whole entry, looked up): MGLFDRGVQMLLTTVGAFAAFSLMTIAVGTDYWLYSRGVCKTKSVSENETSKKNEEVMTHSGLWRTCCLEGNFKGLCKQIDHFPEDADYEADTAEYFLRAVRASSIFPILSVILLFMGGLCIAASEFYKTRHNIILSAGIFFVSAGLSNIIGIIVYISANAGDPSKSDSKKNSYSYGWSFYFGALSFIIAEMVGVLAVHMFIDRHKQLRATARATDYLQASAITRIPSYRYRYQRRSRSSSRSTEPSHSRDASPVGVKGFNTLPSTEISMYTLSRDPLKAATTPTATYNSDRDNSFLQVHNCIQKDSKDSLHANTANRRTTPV
Target sequence (P19491 whole entry, looked up): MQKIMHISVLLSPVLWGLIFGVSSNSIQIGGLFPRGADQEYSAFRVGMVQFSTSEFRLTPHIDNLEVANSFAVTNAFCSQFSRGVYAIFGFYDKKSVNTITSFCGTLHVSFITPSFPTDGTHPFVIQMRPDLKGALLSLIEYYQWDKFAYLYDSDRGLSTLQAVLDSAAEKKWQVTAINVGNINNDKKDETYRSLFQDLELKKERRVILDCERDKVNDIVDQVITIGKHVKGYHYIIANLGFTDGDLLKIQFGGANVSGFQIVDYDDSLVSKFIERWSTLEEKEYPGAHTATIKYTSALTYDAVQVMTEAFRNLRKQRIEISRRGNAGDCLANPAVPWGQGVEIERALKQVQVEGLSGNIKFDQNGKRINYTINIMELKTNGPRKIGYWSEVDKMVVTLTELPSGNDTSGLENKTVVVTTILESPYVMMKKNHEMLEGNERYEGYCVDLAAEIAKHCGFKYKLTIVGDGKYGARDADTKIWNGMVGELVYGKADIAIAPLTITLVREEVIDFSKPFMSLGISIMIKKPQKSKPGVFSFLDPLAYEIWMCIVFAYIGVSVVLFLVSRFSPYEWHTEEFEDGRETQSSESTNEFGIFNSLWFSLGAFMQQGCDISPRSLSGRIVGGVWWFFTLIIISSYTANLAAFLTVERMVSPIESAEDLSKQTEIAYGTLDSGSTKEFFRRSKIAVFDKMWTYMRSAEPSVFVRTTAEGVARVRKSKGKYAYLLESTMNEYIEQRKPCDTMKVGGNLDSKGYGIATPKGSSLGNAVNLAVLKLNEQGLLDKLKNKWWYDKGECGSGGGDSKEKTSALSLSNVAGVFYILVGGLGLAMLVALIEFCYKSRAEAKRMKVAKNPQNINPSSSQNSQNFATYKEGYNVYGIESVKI
GluA2 TARP mod agonism max-min: recorded beside GluA2 TARP mod, whose call it bears; compound max-min signal; compound-alone response (agonism);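 unitless range of fluorescence divided by baseline over first 100 seconds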
GluA2 TARP mod glutamate slope: recorded beside GluA2 TARP mod, whose call it bears; glutamate slope, % of max; measured here: glutamate response slope, % max;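 scaled per plate between vehicle wells and maximal 1 mM glutamate control wells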
* = called active by the depositor; i = inactive; + = active, no number. An excerpt; rates above refer to the full screens.

SMILES	GluA2 TARP mod	GluA2 TARP mod agonism max-min	GluA2 TARP mod glutamate slope
O=C(c1cccc(Br)c1)N1CCN(S(=O)(=O)N2CCCCCC2)CC1	i	0.042	49
O=C(c1ccc(Cl)s1)N(CCN1CCOCC1)c1nc2ccccc2s1	i	0.069	62
OC(COc1ccc(-c2ccccc2)cc1)CN1CCOCC1 (centres undefined)	i	0.048	38
Cc1ccc(Oc2cccc(NS(=O)(=O)c3ccccc3C(F)(F)F)c2)nn1	i	0.085	65
O=C(NCCOc1ccc2nnc(-c3cccc(F)c3)n2n1)Nc1ccc(F)c(F)c1	i	0.1	55
CSc1ncccc1C(=O)N1CCC(CNC(=O)C(=O)Nc2cc(F)ccc2F)CC1	i	0.048	59
CCOC(=O)N1CCc2nc(NC(=O)c3ccc([N+](=O)[O-])s3)sc2C1	+	0.18*	36*
Cc1nn(C2CCS(=O)(=O)C2)c2nc(-c3ccccc3)cc(C(=O)NC(C)c3ccccc3)c12 (centres undefined)	i	0.073	52
COc1ccc(NC(=O)COc2ccc(C)c(C)c2)c(OC)c1	i	0.047	44
Cc1cc(NC(=O)c2ccc(OC(C)C)cc2)ccc1N1CCCC1=O	i	0.1	63
COc1ccc(C)cc1-n1c(C)c(C)n2c3c(=O)n(CC(N)=O)c(=O)n(C)c3nc12	i	0.042	61
C=CCOc1cccc(C2C(C(=O)c3ccc(C)o3)=C(O)C(=O)N2CCCN(C)C)c1 (centres undefined)	i	0.12	52
O=C(NCC(c1ccco1)N1CCOCC1)C1COc2ccccc2O1 (centres undefined)	i	0.12	40
CNC(=O)Cc1csc(Nc2ccc(OC(F)(F)F)cc2)n1	i	0.17	47
CC(C)CN1C(=O)CC(N2CCN(Cc3ccccc3)CC2)C1=O (centres undefined)	i	0.079	51
Cc1ccc(N2CC(C(=O)Nc3ccc(-n4nnn(CC(N)=O)c4=O)cc3)CC2=O)cc1C (centres undefined)	i	0.12	90
CC(C)c1cc(=O)n(CC(=O)NCCOc2ccc(F)cc2)cn1	i	0.11	54
Cc1c(C(=O)NC2CCS(=O)(=O)C2)nnn1-c1ccc(F)cc1 (centres undefined)	i	0.11	66
O=C(c1cccs1)N1CCc2ccc(NC(=O)C3(c4ccccc4)CCOCC3)cc2C1	i	0.066	60
Cc1ccc(S(=O)(=O)N2CCN(CCOC(=O)c3ccccc3C(=O)O)CC2)cc1	i	0.079	45
COc1cccc(N2C(=O)/C(=C/c3ccc(OC)c(OC)c3)SC2=S)c1	i	0.073	62
O=C(CC1CCCCC1)NCCOc1ccc2nnc(-c3ccccc3)n2n1	i	0.053	64
CC(O)(CNC(=O)NC1CCCCC1)c1ccc(-c2ccccc2)cc1 (centres undefined)	i	0.11	44
COc1ccc(NC(=O)CSc2nc(=O)n(CCO)c3c2CCCC3)cc1	i	0.038	61
O=C1CC(c2nc3ccccc3n2Cc2ccccc2Cl)CN1c1ccccc1 (centres undefined)	i	0.063	74
Cc1ccc(C(=O)Nc2cc(C(=O)N3CCC(C)CC3)cn(C)c2=O)cc1C	i	0.086	58
COc1ccc(Br)c(C(=O)NCC2CCN(C(=O)NC(C)(C)C)CC2)c1	i	0.062	48
O=C(NCCn1ncc2c(N3CCCC3)ncnc21)C1CC(=O)N(c2ccccc2)C1 (centres undefined)	i	0.085	63
Cc1n[nH]c(C)c1S(=O)(=O)Nc1ccc2c(c1)CCC(=O)N2C	i	0.11	66
C#CC1(OCC(O)CN2CCCCCC2)CCCCC1 (centres undefined)	i	0.058	34
O=C(NCCCc1ccccc1)NCC(O)c1ccc(C(F)(F)F)cc1 (centres undefined)	i	0.16	37
Cc1ccc(C)c(-c2cc(-c3nc(-c4cccnc4)no3)[nH]n2)c1	i	0.1	54
COC(=O)c1ccc(NC(=O)C(=O)NCC2CCN(C(=O)/C=C/c3ccco3)CC2)cc1	i	0.091	56
COc1ccc(-n2nnnc2SC(C)C(=O)Nc2nccs2)cc1 (centres undefined)	+	0.15*	29*
COCCn1c(=O)c2c(nc3n(-c4ccccc4C)c(C)cn23)n(C)c1=O	i	0.086	58
OCC1(CO)CN(C2CCCC2)C1	i	0.025	37
Cc1nc(NCCNC(=O)c2ccc(F)cc2Cl)cc(-n2ccnc2C)n1	i	0.085	52
COc1ccc(NC(=O)CN2C(=O)CC(c3ccc(C)cc3)=Nc3cccnc32)cc1Cl	i	0.095	54
Cc1ccc(-c2cc(=O)n(CC(=O)Nc3ccc(C)c(Cl)c3)cn2)cc1	i	0.098	52
O=C(Nc1ccccn1)C1CN(C(=O)c2cccs2)C1	i	0.089	57
COC(=O)N1CCC(CNC(=O)CCc2ccccc2)CC1	+	0.087*	70*
O=C(NCC(c1cccc2ccccc12)N1CCCC1)C(=O)Nc1cccc([N+](=O)[O-])c1 (centres undefined)	i	0.11	57
COc1ccc(C(CNC(=O)c2cccs2)N2CCN(C)CC2)cc1 (centres undefined)	i	0.042	51
COc1ccc(-c2cc(CC(=O)N3CCc4ccccc4C3)no2)cc1OC	i	0.046	49
Cc1ccc(C(=O)NNC(=O)c2ccc(=O)n(Cc3ccccc3)c2)cc1C	i	0.057	52
COc1ccc(Cl)cc1CN1CCN(c2ncnc3c2cnn3Cc2ccc(C)cc2)CC1	i	0.054	38
CCn1cc(C(=O)Nc2ccc(Cl)cc2)c(=O)c2ccc(C)nc21	i	0.12	72
O=C1CCCC(=O)N1CCS(=O)(=O)N1CCN(c2ccccc2Cl)CC1	i	0.095	58
Cc1ccsc1C(O)CNC(=O)CCS(=O)(=O)c1ccccc1 (centres undefined)	i	0.09	50
COC(=O)C(C)NC(=O)C12CC3CC(CC(C3)C1)C2 (centres undefined)	i	0.054	51

Next structures:
SMILES	GluA2 TARP mod	GluA2 TARP mod agonism max-min	GluA2 TARP mod glutamate slope
Cc1nnc(SCC(=O)Nc2ccc(-c3nc4ccccc4s3)cc2)s1	i	0.059	66
COc1cc(NS(=O)(=O)c2ccc(NC(=O)CCCN3C(=O)c4cccc5cccc(c45)C3=O)cc2)nc(OC)n1	i	0.087	47
Cc1ccc(-n2nc3c(c2NC(=O)C(=O)NCCCc2ccccc2)CSC3)c(C)c1	i	0.026	76
COc1cc(-c2ccc(SCC(=O)Nc3cccc(C(F)(F)F)c3)nn2)cc(OC)c1OC	i	0.045	54
Cn1nc(C2CCCN(C(=O)c3cccc(C#N)c3)C2)n(-c2ccccc2)c1=O (centres undefined)	i	0.093	58
CC(C)CN1C(=O)CC(N2CCN(c3ccc(F)cc3)CC2)C1=O (centres undefined)	i	0.094	56
COc1ccc(Cl)cc1NC(=O)CC(C)n1nc(C)cc1C (centres undefined)	i	0.12	52
COc1ccc(NC(=O)CSC2=NC(C)(C)N=C2c2ccccc2)cc1OC	i	0.1	66
CS(=O)(=O)N1CCCC(C(=O)NCc2ccccc2)C1 (centres undefined)	i	0.091	53
NC12CC3CC(C1)CC(CC(=O)O)(C3)C2	i	0.035	46
Cn1nc(-c2ccc(NS(=O)(=O)c3ccc4c(c3)OCCO4)cc2)ccc1=O	i	0.063	52
CC(=O)c1c(C)nn(CC(O)COc2ccc3c4c(c(=O)oc3c2)CCC4)c1C (centres undefined)	i	0.11	62
COc1cc(NC(=O)c2n[nH]nc2Nc2cccc(F)c2)cc(OC)c1	i	0.13	43
Cc1nc(C)c(C(=O)N2CCN(c3ccc(N(C)C)nn3)CC2)s1	+	0.21*	50*
CSc1ccccc1NC(=O)C(=O)NCC1CCN(Cc2ccccc2)CC1	i	0.099	50
CCOc1ccc2nc(N3CCN(C(=O)CS(=O)(=O)c4ccc(OC)cc4)CC3)sc2c1	i	0.041	36
CC(=O)Nc1ccc(S(=O)(=O)Nc2ccc3c(c2)CCCN3C(=O)c2ccccc2)cc1	i	0.11	68
CC(=O)N(Cc1ccco1)c1nc2ccc(Cl)cc2s1	i	0.084	58
CCc1ccccc1NC(=O)C1CCCN(c2cnc3ccccc3n2)C1 (centres undefined)	i	0.11	80
COCCn1nnn(-c2ccc(NC(=O)Nc3cccc(C(F)(F)F)c3)cc2)c1=O	i	0.13	54
Cn1nnc2c(SCC(=O)NCC3CCCO3)ncnc21 (centres undefined)	i	0.04	35
Cc1ccnc(Nc2ccc(NCCNC(=O)CCc3ccccc3)nn2)c1	i	0.12	48
COc1ccc(S(=O)(=O)N2CCCCC2CC(=O)NCc2ccccc2)cc1 (centres undefined)	i	0.047	64
COc1cc(/C=C/C(=O)NCC#CCN2CCc3ccccc3C2)cc(OC)c1OC	i	0.07	61
CC(C)N1CCC(CNS(=O)(=O)c2ccc(F)cc2)CC1	i	0.082	62
Cc1nc2ccc(NC(=O)C3CCN(S(=O)(=O)c4ccc(F)cc4)CC3)cc2s1	i	0.087	53
O=C(Cc1cc(-c2ccc(Cl)cc2)on1)NCCC1=CCCCC1	i	0.07	37
COC(=O)c1ccc(NC(=O)CSc2cc(N3CCCCC3)ncn2)cc1	i	0.097	64
COc1cc2[nH]c(=O)n(Cc3ccc(C(=O)N4CCCCC4)cc3)c(=O)c2cc1OC	i	0.077	52
C=CCn1c(SCC(=O)NCc2ccco2)nc2scc(-c3ccc(Cl)cc3)c2c1=O	i	0.078	63
O=C1NC(=O)C2(CCN(C(=O)c3cc4ccccc4oc3=O)CC2)N1	i	0.047	40
Cc1cc(C)c(S(=O)(=O)NC(C)C)c(C)c1N(C)S(C)(=O)=O	i	0.1	70
COc1ccc(C)cc1S(=O)(=O)Nc1ccc(-c2cn3cccc(C)c3n2)cc1	i	0.16	47
Cc1ccc(C(=O)Nc2ccc3c(c2)CCCN3S(=O)(=O)c2ccccc2)cc1	i	0.099	99
Cc1cccc(CS(=O)(=O)NCC(c2ccccc2)N(C)C)c1 (centres undefined)	i	0.049	41
CS(=O)(=O)N1CCN(C(=O)c2cnn3ccccc23)CC1	i	0.095	57
CCOc1ccccc1-c1noc(C2CCN(S(=O)(=O)c3cccs3)CC2)n1	i	0.13	66
COCCN1CCC(CNS(=O)(=O)c2ccc3c(c2)CCCC3)CC1	i	0.048	52
Cc1ccc(-c2csc(NC(=O)C3c4ccccc4Oc4ccccc43)n2)cc1	i	0.083	9
O=C(NCCn1nc(-c2ccco2)ccc1=O)C1CN(c2nc3c(F)cccc3s2)C1	i	0.089	63
O=C(CCC(=O)c1ccccc1)NCC#CCN1CCc2ccccc2C1	i	0.077	50
CCn1nnc2c(=O)n(CC(=O)Nc3ccc(Cl)cc3)cnc21	i	0.1	53
CC(C(=O)N1CCCC1)c1ccc([N+](=O)[O-])cc1 (centres undefined)	i	0.055	37
O=C(NCc1cccs1)C(=O)NCC(c1ccco1)N1CCOCC1 (centres undefined)	i	0.072	49
COC(=O)c1ccc(NC(=O)C2CN(c3nc4c(F)cccc4s3)C2)cc1	i	0.11	58
O=C(Nc1ccc(F)c(Cl)c1)c1ccc(=O)n(Cc2cccc([N+](=O)[O-])c2)c1	i	0.13	54
Cc1cccc(N2CCN(S(=O)(=O)c3ccc(Cl)cc3)CC2)c1C	i	0.064	67
COc1nn(C)cc1-c1nnc(SCC(=O)N2CCCc3ccccc32)n1C	i	0.1	56
COC(=O)c1ccc(C(=O)NCc2ccsc2)cc1	i	0.089	46
Cc1ccc(-c2ccc(=O)n(CCNC(=O)COc3ccc4c(c3)OCO4)n2)cc1	i	0.042	55

(next part)
SMILES	GluA2 TARP mod	GluA2 TARP mod agonism max-min	GluA2 TARP mod glutamate slope
Fc1ccc(-c2noc(Cc3nc(-c4cccs4)cs3)n2)cc1	i	0.095	48
Cc1ccc(C)c(C(=O)NCC2CCN(C(=O)/C=C/c3ccco3)CC2)c1	i	0.038	35
CNS(=O)(=O)c1ccc(C(=O)N2CCC(O)CC2)o1	i	0.1	64
OC(COc1ccc(-c2ccccc2)cc1)CN1CCCCC1 (centres undefined)	i	0.071	57
Cc1ccc(-c2nnc(NC(=O)C3CCCCC3)o2)cc1C	i	0.026	48

Rewritten with bars between the fields: entries from further up.
SMILES | GluA2 TARP mod | GluA2 TARP mod agonism max-min | GluA2 TARP mod glutamate slope
CCOc1ccccc1-c1noc(C2CCN(S(=O)(=O)c3cccs3)CC2)n1 | i | 0.13 | 66
COCCN1CCC(CNS(=O)(=O)c2ccc3c(c2)CCCC3)CC1 | i | 0.048 | 52
Cc1ccc(-c2csc(NC(=O)C3c4ccccc4Oc4ccccc43)n2)cc1 | i | 0.083 | 9
O=C(NCCn1nc(-c2ccco2)ccc1=O)C1CN(c2nc3c(F)cccc3s2)C1 | i | 0.089 | 63
O=C(CCC(=O)c1ccccc1)NCC#CCN1CCc2ccccc2C1 | i | 0.077 | 50
CCn1nnc2c(=O)n(CC(=O)Nc3ccc(Cl)cc3)cnc21 | i | 0.1 | 53
CC(C(=O)N1CCCC1)c1ccc([N+](=O)[O-])cc1 (centres undefined) | i | 0.055 | 37
O=C(NCc1cccs1)C(=O)NCC(c1ccco1)N1CCOCC1 (centres undefined) | i | 0.072 | 49
COC(=O)c1ccc(NC(=O)C2CN(c3nc4c(F)cccc4s3)C2)cc1 | i | 0.11 | 58
O=C(Nc1ccc(F)c(Cl)c1)c1ccc(=O)n(Cc2cccc([N+](=O)[O-])c2)c1 | i | 0.13 | 54
Cc1cccc(N2CCN(S(=O)(=O)c3ccc(Cl)cc3)CC2)c1C | i | 0.064 | 67
COc1nn(C)cc1-c1nnc(SCC(=O)N2CCCc3ccccc32)n1C | i | 0.1 | 56
COC(=O)c1ccc(C(=O)NCc2ccsc2)cc1 | i | 0.089 | 46
Cc1ccc(-c2ccc(=O)n(CCNC(=O)COc3ccc4c(c3)OCO4)n2)cc1 | i | 0.042 | 55
Fc1ccc(-c2noc(Cc3nc(-c4cccs4)cs3)n2)cc1 | i | 0.095 | 48
Cc1ccc(C)c(C(=O)NCC2CCN(C(=O)/C=C/c3ccco3)CC2)c1 | i | 0.038 | 35
